Screening results: PubChem BioAssay, Broad Institute
DENV2 CPE = DENV2-induced cell death inhibition. DENV2-infected cells, cytopathic effect rescue, plate reader. 350,000 compounds, 1.7% hits. CPE inhibition, % at 9.99 µM; in the data active means CPE inhibition above about 20%, passing the limit was not always enough; inconclusive means no clear call, values can overlap the other calls; tested in BHK-21 cells;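 further: 0% = median of neutral control wells and 100% = median of positive control wells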
S100A4 MyoIIA = blocks human S100A4 binding to myosin IIA peptide; inhibition, % at 10.7 µM; S100A4/TAMRA-MyoIIA peptide fluorescence polarization; AID 652163; 360,000 compounds, 0.14% hits; P26447;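 active means mean inhibition of at least 70% across replicates, with every replicate also reaching that level; inconclusive means mean inhibition reaches 70% but some replicates fall short; inactive means mean inhibition below 70%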
Target sequence (P26447 whole entry, looked up): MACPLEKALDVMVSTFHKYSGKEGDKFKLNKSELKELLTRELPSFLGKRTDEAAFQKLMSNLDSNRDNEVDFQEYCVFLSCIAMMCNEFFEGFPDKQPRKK
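Material: human S100A4 monomer with TAMRA-labelled myosin IIA peptide; buffer or medium: HEPES pH 7.2 with CaCl2, KCl, NaCl, DTT, Triton; compound dosing: one concentration per compound; schedule: 5 min incubation before reading; benchmarks: neutral control DMSO, positive control TFP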
PglD DTNB = blocks C. jejuni PglD acetyltransferase activity. purified PglD enzyme, DTNB colorimetric CoA detection. inhibition, % at 12.5 µM. 360,000 compounds, 0.098% hits. AID 602405; in the data active means inhibition above about 16%, passing the limit was not always enough; inconclusive means no clear call, values can overlap the other calls; further: strong numbers were not always called active
SIRT5 block = inhibitors of human sirtuin-5 desuccinylase. 330,000 compounds, 1.1% hits. Purified SirT5, succinyl-peptide AMC, trypsin-coupled fluorescence. Q9NXA8. inhibition, % at 15 µM; in the data active means inhibition above about 15%; inconclusive means no clear call, values can overlap the other calls
Target sequence (Q9NXA8 whole entry, looked up): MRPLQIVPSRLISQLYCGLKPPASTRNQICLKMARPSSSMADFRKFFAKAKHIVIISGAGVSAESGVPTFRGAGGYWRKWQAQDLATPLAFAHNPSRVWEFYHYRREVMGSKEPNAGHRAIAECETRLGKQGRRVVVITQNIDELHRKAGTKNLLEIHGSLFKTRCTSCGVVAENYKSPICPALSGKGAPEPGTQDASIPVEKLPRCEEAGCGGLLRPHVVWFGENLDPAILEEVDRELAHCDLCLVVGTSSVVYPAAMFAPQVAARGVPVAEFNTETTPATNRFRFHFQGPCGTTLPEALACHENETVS
Statin myotox sup = suppressors of simvastatin-induced myotoxicity in C2C12 myotubes. ATP luminescence, 48 h; scaled: DMSO 0, geranylgeraniol control 100. rescue of ATP level, % at 7.49 µM. 330,000 compounds, 0.78% hits. AID 602340;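 active means mean ATP rescue above about 67%, or every replicate alone reaching that limit, limit read from the data, passing the limit was not always enough; inconclusive means no clear call, values can overlap the other calls; inactive means mean under the limit and some replicate under it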;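 further: myotubes were challenged with 10 µM simvastatin during compound exposure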
ERp5 inh = blocks human ERp5 reductase activity on insulin. Q15084. ERp5 insulin aggregation, absorbance 650 nm, 90 min. inhibition, % at 9.99 µM. 350,000 compounds, 0.05% hits;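 active means mean replicate inhibition above about 25%, with every replicate also reaching it, limit read from the data, passing the limit was not always enough; inconclusive means only one of those two criteria met; inactive means neither criterion met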
E-sel inducer = induces E-selectin expression in human endothelial cells | HUVEC E-selectin immunofluorescence imaging; normalized: neutral wells 0, TNF-alpha wells 100 | activation, % at 7.58 µM | 260,000 compounds, 0.37% hits | P16581 | AID 686992;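 active means mean E-selectin-positive cell signal at least 10% of the positive control, reached in at least 60% of replicates, without over 20% cell loss; inconclusive means no rule given, readout overlaps actives, possibly toxicity-flagged; inactive means the rest, including those meeting only one limit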;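 further: in these data hits start at about 27%; measured in HUVEC primary endothelial cells; signal is the percent of cells scored E-selectin positive by PE staining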
Target sequence (P16581 whole entry, looked up): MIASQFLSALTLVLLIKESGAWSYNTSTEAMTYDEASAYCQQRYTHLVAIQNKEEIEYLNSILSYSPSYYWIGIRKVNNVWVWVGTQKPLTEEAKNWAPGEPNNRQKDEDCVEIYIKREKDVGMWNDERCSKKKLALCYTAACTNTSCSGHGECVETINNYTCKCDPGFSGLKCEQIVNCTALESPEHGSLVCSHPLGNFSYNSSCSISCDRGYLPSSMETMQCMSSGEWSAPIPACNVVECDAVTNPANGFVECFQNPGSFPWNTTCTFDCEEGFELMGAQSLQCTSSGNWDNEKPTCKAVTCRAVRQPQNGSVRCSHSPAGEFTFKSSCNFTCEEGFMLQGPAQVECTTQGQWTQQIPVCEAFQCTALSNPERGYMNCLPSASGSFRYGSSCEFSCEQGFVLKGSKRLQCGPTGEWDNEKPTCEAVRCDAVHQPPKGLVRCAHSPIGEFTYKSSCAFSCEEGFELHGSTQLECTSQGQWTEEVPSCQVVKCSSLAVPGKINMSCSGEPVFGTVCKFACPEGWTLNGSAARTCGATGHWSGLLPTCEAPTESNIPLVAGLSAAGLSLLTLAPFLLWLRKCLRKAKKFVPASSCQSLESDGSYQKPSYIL
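Test system – human umbilical vein endothelial cells (HUVEC), E-selectin induction · Input – 3,000 HUVEC seeded per well · Buffer or medium – EGM-2, gelatin · Compound dosing – single-point compound dose · Detection – immunofluorescence imaging · Measure – percent E-selectin-positive cells · Controls – TNF-alpha high, DMSO low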
An asterisk follows results filed as active; ? = inconclusive; / = no result given.

SMILES	DENV2 CPE	S100A4 MyoIIA	PglD DTNB	SIRT5 block	Statin myotox sup	ERp5 inh	E-sel inducer
FC(F)(F)c1cc(Cl)c2nc(-c3cccc(Cl)c3)c(Cc3cccc(Cl)c3)n2c1	-1	-2	/	-1	/	-4	8.8
CC(=O)N(C)C[C@@H]1Oc2cc(C#CCC(C)C)ccc2S(=O)(=O)N([C@H](C)CO)C[C@H]1C	1	-2	9	7	-16	1	-2.2
O=C(Nc1ccccc1F)N[C@H]1CC[C@H](CCNC(=O)C2CCC2)O[C@@H]1CO	20	8	-2	3	0	-2	0.7
C[C@@H]1CN([C@@H](C)CO)C(=O)c2cc(NS(=O)(=O)c3ccccc3)ccc2O[C@@H](C)CCCCO[C@@H]1CN(C)C(=O)Nc1ccc(C(F)(F)F)cc1	-13	3	-2	2	/	-1	-0.1
O=C1CC2c3cc(-c4cc5ccccc5o4)ccc3CCN2C(=O)CN1Cc1ccccc1 (stereo not given)	-2	-16	/	5	/	-2	-0.1
CC(C)(C)[S@@](=O)N1Cc2cc(C(=O)N3CCCCC3)nc(-c3cccc(-c4ccc(F)cc4)c3)c2[C@H]1CCO	0	-39	1	/	-16	2	0.2
O=C(NCCCCc1ccccc1)C1CC(c2ccc(C(F)(F)F)cc2)=NO1 (stereo not given)	-4	-7	-3	2	-3	2	-0.1
Cc1ccc(S(=O)(=O)N(C)C[C@@H]2Oc3ccc(NC(=O)Cc4cn(C)c5ccccc45)cc3CC(=O)N([C@H](C)CO)C[C@@H]2C)cc1	1	2	0	-4	-26	-4	-0.4
Cc1ccc(-n2c(C)c(C)c3c(NCCN(C)C)ncnc32)cc1	2	-12	-3	-4	2	2	0.1
COCC#Cc1cnc2c(c1)C(=O)N([C@H](C)CO)C[C@H](C)[C@@H](CN(C)C(=O)Nc1ccccc1OC)O2	4	6	2	3	15	-4	-0.2

Nothing new here: an excerpt of the list.
SMILES	DENV2 CPE	S100A4 MyoIIA	PglD DTNB	SIRT5 block	Statin myotox sup	ERp5 inh	E-sel inducer
Cc1ccc(S(=O)(=O)N(C)C[C@@H]2Oc3ccc(NC(=O)Cc4cn(C)c5ccccc45)cc3CC(=O)N([C@H](C)CO)C[C@@H]2C)cc1	1	2	0	-4	-26	-4	-0.4
Cc1ccc(-n2c(C)c(C)c3c(NCCN(C)C)ncnc32)cc1	2	-12	-3	-4	2	2	0.1
COCC#Cc1cnc2c(c1)C(=O)N([C@H](C)CO)C[C@H](C)[C@@H](CN(C)C(=O)Nc1ccccc1OC)O2	4	6	2	3	15	-4	-0.2

The list goes on.
SMILES	DENV2 CPE	S100A4 MyoIIA	PglD DTNB	SIRT5 block	Statin myotox sup	ERp5 inh	E-sel inducer
Cc1ccc(NC2=C(Cl)C(=O)OC2OC(=O)c2ccccc2C)cc1 (stereo not given)	-2	0	/	17*	/	1	/
OCCNc1nc(N2CCN(c3ccccc3)CC2)nc2ccccc12	0	-2	8	-3	-3	15	/
c1cnc2nc(CSc3ncn[nH]3)cn2c1	5	1	/	-24	/	6	/
COC(=O)c1ccc(OCCCCN2CC(C)OC(C)C2)cc1 (stereo not given)	3	-10	4	3	2	3	4.5
C[C@@H]1CN([C@@H](C)CO)C(=O)c2cc(C3=CCCCC3)cnc2O[C@H]1CN(C)C(=O)c1ccccc1	-17	2	-3	-1	14	0	0.5
O=C(OCc1nc2ccsc2c(=O)[nH]1)c1cc(Br)c(Br)s1	-7	-2	-2	-6	8	23	/
Cc1ccc(C2/C(=C(\O)c3ccc4c(c3)OCCO4)C(=O)C(=O)N2CC2CCCO2)cc1 (stereo not given)	13	1	3	1	/	-2	/
CCOC(=O)C1CCN(C(=O)CCc2nc3sc4c(c3c(=O)[nH]2)CCCC4)CC1	-4	-4	/	-3	/	8	/
CC1CCCN(S(=O)(=O)c2ccc(NC(=O)CNC3CCCC3)cc2)C1 (stereo not given)	-6	2	11	8	12	0	0.1
CCCN1C[C@H](C)[C@@H](OC)CN(C)C(=O)c2ccc(NC(=O)Nc3cccc(F)c3)cc2OC[C@H]1C	1	-11	-2	0	-22	0	0.0
COC(=O)Nc1ccc(S(=O)(=O)N2CCC(C(=O)N3CCCCC3C)CC2)cc1 (stereo not given)	17	-3	/	2	/	6	0.7
O=C(NCC1CC1)[C@H]1[C@H](CO)[C@H]2Cn3c(ccc(-c4cccnc4)c3=O)[C@@H]1N2Cc1nccs1	0	27	-2	-18	13	2	-1.1
C[n+]1ccccc1/C=C1\Sc2ccccc2N1CCO	-5	1	-10	4	-1	0	-0.1
CSc1ccccc1OCc1cc(C(=O)N(C)Cc2nonc2C)no1	-8	-2	1	-1	-4	-1	/
CCn1c(=NC(=O)c2ccc(N3C(=O)CCC3=O)cc2)sc2c(OC)ccc(OC)c21	-3	-2	6	3	-7	-6	-0.6
COc1ccc(NC(=O)C2CCN(S(=O)(=O)c3ccc4c(c3)CC(C)N4C(C)=O)CC2)cc1OC (stereo not given)	?	-4	-1	-4	10	/	0.2
O=C(Nc1ccc(S(=O)(=O)Nc2nccs2)cc1)c1cccc(F)c1	5	2	2	32*	29	-2	-0.1
CC(=O)OCC1OC(OC(C)=O)C(NC(=O)Cc2ccccc2)C(OC(C)=O)C1OC(C)=O (stereo not given)	/	-3	-1	0	8	0	/
COc1ccc(NC(=O)CN(C)C(=O)CSCc2c(C)noc2C)cc1	1	-1	3	-2	14	-1	/
CCN(CC)S(=O)(=O)c1ccc(N2CCN(C)CC2)c(NC(=O)c2cc(=O)c3ccccc3o2)c1	-1	1	-2	-3	1	-9	/
CC1(C)ON=C(c2cccc(F)c2)NC1=O	8	-10	0	/	-16	2	/
CC(C)(C)OC(=O)NCCCCCc1nnc(SCc2ccccc2)o1	5	-13	-2	/	-6	5	0.3
Cc1cc(C)c(NC(=O)CS(=O)CC(=O)Nc2ccc(F)cc2F)c(C)c1 (stereo not given)	8	-16	-1	-3	-2	-12	0.0
COc1ccc(NC(=S)N2CCC(NC(=O)C3CCCCC3)CC2)cc1	-5	-4	-25	-1	3	-1	-0.1
O=S(=O)(Nc1ccc(F)cc1)c1ccc(S(=O)(=O)N2CCOCC2)cc1	1	1	-6	-5	-63	6	/
OCCC1CN(Cc2cc3c(cc2Cl)OCO3)CCN1C1CCCC1 (stereo not given)	3	2	/	-1	-4	3	/
COc1cccc(NC(=O)CN(C)C(=O)c2ccc(Cl)c(S(=O)(=O)N3CCCCCC3)c2)c1	-14	1	2	-1	-31	-3	-0.8
Cc1ccc(S(=O)(=O)NC(=O)Nc2cccc(S(=O)(=O)N(C)C)c2)cc1	0	0	1	1	7	-16	/
Cc1cc(OC(=O)c2cc(Br)ccc2Cl)c([N+](=O)[O-])c(=O)[nH]1	-7	-5	5	0	14	0	-0.3
O=C(C=Cc1ccco1)c1ccco1	-6	-9	-3	1	3	2	0.0
CCCNC(=O)N1C[C@@H]2[C@H](c3ccccc31)[C@H](CO)N2C(=O)Nc1ccccc1F	3	14	-1	1	-8	-6	0.0
COC(=O)[C@H]1C[C@@]2(O)CN(S(=O)(=O)c3ccc(C)cc3)C[C@@]2(OC(=O)NC2CC2)C[C@H]1C(=O)OC	-4	23	0	-4	2	1	/
CCc1ccc(N2C(=O)CC(Cn3nc(C)cc3C)C2=O)cc1 (stereo not given)	1	-5	-13	0	8	5	0.6
CC1(C(=O)NS(=O)(=O)Cc2ccccc2)CCN1C(=O)CCc1ccccc1 (stereo not given)	-5	-13	-2	1	19	6	0.2
COc1ccc(Cc2nc3ccc(C(=O)NCc4ncc(C)[nH]4)cc3o2)cc1OC	-2	4	3	-1	-18	-9	0.1
C[C@H]1NS(=O)(=O)c2ccc(Br)cc2O[C@H]1c1ccccc1	1	0	10	2	-14	4	0.1
CC1=NNC(=O)C1C(c1ccc(Cl)cc1)C(C#N)C#N (stereo not given)	-2	-2	5	-2	/	1	0.2
CCCN1C[C@@H](C)[C@H](OC)CN(C)C(=O)c2ccc(NC(=O)c3cccc(OC)c3)cc2OC[C@@H]1C	11	0	/	1	/	/	-0.3
C[C@@H]1CN([C@@H](C)CO)C(=O)c2cc(NC(=O)c3ccncc3)ccc2O[C@@H](C)CCCCO[C@H]1CN(C)C(=O)c1ccccc1	2	1	-4	-3	35	0	-0.2
COC(=O)c1ccc(N2CCCCC2)c(NS(=O)(=O)c2ccc(C)cc2)c1	3	4	2	0	1	6	/
CC(C)n1nnnc1C1c2ccccc2C(=O)N1Cc1cccc(F)c1 (stereo not given)	?	0	/	-1	/	-1	-0.2
CC=Cc1ccc2n(c1=O)C[C@H]1[C@H](CO)[C@@H](C(=O)NC3CCC3)[C@@H]2N1C(=O)c1cnccn1 (mixture of isomers)	-5	-7	/	2	/	0	0.1
C/C(=N\N=C1\NC(=O)C(CC(=O)NCc2ccccc2)S1)C(C)C (stereo not given)	-6	-2	-3	-1	4	0	0.7
CC(C)c1nc2sc3c(=O)n(N)cnc3c2c2c1COC(C)(C)C2	1	5	-2	2	/	-2	-2.4
CCOC(=O)c1c(N)sc(C(=O)N(C)C)c1CN1CCOCC1	3	1	-1	2	25	1	/
CO[C@H](CN(C)C(=O)c1cnccn1)[C@@H](C)CN([C@@H](C)CO)S(=O)(=O)c1ccc(Cl)cc1	2	-6	0	/	4	3	0.0
COc1ccc(Cl)cc1NC(=O)COC(=O)C1CC(=O)N(Cc2ccccc2)C1 (stereo not given)	0	-5	-1	5	7	8	/
CC(C)Cc1ccc(C(C)C(=N)N)cc1 (stereo not given)	9	-8	/	-4	/	1	2.4
CC(=O)Nc1nnc(CSCc2ccc(F)cc2)s1	3	2	-5	-5	/	-4	0.0
COCC(=O)N1CCCCN2[C@H](C1)[C@@H](c1ccc(-c3cccc(C)c3)cc1)[C@@H]2CO	6	-2	-1	1	/	4	-0.2
Remaining list, next part:
SMILES	DENV2 CPE	S100A4 MyoIIA	PglD DTNB	SIRT5 block	Statin myotox sup	ERp5 inh	E-sel inducer
Cc1cc(NCc2ccccn2)n2nc(C)c(-c3ccc(Cl)cc3)c2n1	-12	3	5	/	-95	2	47*
Cn1cc(CN2CCC(n3nccc3NC(=O)CCCc3ccccc3)CC2)cn1	3	0	-5	-3	3	3	0.2
O=C(CN1CCOCC1)NCc1cc([N+](=O)[O-])ccc1O	2	1	-5	4	2	1	/
Cc1c(-c2nc(-c3ccc(C(C)(C)C)cc3)no2)n(C)oc1=O	2	-3	0	-1	/	5	7.9
COc1cc2c(cc1OC)CN(Cc1ccccc1)CC2	-2	26	6	-3	-1	2	/
Cc1ccc(Cc2c(-c3ccc(F)cc3)nc3ccc(Cl)cn23)cc1	7	-9	-6	-5	17	-5	0.0
Cc1ccc(S(=O)(=O)N2CCOCC2)cc1C(=O)OCC(=O)Nc1ccc2[nH]c(=O)[nH]c2c1	-1	0	9	1	2	5	/
CN(Cc1cccc(F)c1)C(=O)c1cc(S(=O)(=O)N2CCOCC2)ccc1N1CCCC1	3	-2	2	0	21	-7	0.6
COc1cc(/C=C2/SC(=S)N(c3ccccc3)C2=O)ccc1Oc1nc(N2CCOCC2)nc(N2CCOCC2)n1	-3	2	/	-4	/	1	/
O=C(CSc1ccccc1)NC1CCCCCC1	4	4	-1	-2	/	4	-0.1
CN(CC(=O)Nc1cccc(F)c1)C(=O)c1ccc(C2SCCS2)cc1	/	3	3	-1	7	-5	0.9
CCC(=O)OCCCCCCOc1ccc(C(=O)O)cc1	/	/	-7	/	6	/	-0.8
CC(c1ccccc1)C1CC(=O)N(Cc2ccccc2)C1=O (stereo not given)	/	-4	/	-2	/	2	-0.3
COc1ccc(CC(=O)Nc2ccc(S(=O)(=O)N3CCN(C)CC3)cc2)cc1	-4	-11	-4	18*	-7	-3	0.1
COc1ccc(C(=O)N/N=C2\SCC(=O)N2Cc2ccc3c(c2)OCO3)c(OC)c1	5	3	/	-2	/	-2	-0.3

Some of the compounds tested; rates above refer to the full screens.
